From PubChem BioAssay
ERp5 block = blocks human ERp5 reductase activity on insulin. Q15084. ERp5 insulin aggregation, absorbance 650 nm, 90 min. inhibition, % at 9.99 µM. 350,000 compounds, 0.05% hits;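 active = mean replicate inhibition above about 25%, with every replicate also reaching it, limit read from the data, passing the limit was not always enough; inconclusive = only one of those two criteria met; inactive = neither criterion met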
Target sequence (Q15084 whole entry, looked up): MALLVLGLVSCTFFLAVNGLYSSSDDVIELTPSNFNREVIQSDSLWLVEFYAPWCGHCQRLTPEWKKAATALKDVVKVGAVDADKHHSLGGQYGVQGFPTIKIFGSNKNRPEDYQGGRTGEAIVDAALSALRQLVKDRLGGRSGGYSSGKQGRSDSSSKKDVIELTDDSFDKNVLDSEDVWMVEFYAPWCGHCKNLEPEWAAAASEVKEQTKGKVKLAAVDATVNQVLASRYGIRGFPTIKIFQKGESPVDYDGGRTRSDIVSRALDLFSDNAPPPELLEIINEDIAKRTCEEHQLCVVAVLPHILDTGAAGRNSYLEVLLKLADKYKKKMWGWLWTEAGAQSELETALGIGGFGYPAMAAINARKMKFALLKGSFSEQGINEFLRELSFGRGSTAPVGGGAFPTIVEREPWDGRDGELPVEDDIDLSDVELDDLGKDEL
ERAP1 inh = ERAP1 (human) enzyme inhibition; recombinant ERAP1, Leu-AMC fluorescence, 60 min; inhibition, % at 10.7 µM; Q9NZ08; 340,000 compounds, 0.15% hits;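 active = mean replicate inhibition of at least 30%, or all replicates individually reaching that 30% level; inactive = mean below 30% and not every replicate reaching it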;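 note: 0% = neutral control wells and 100% = L-leucinethiol positive control wells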
esBAF inh = blocks esBAF chromatin remodeling in mouse ES cells | Bmi1-luciferase knock-in reporter, 24 h; 100% = twice the neutral-well signal | reporter increase, % at 12.5 µM | 350,000 compounds, 2% hits | AID 602393; in the data active = activation above about 40%; inconclusive = no clear call, values can overlap the other calls;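 note: 0% = median of the plate's neutral control wells and 100% = double that signal; a rise in the Bmi1 reporter signal indicates esBAF inhibition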
RAD54 inh = RAD54 (human) branch migration inhibition; Q92698; RAD54 Holliday junction branch migration, FAM/BHQ fluorescence; inhibition, % at 10.4 µM; 360,000 compounds, 0.14% hits; AID 602329;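 active = mean normalized replicate activity at least 40 and at least half of replicates scoring 40 or more; inconclusive = only one of the two criteria met; inactive = mean below 40 and under half of replicates reaching 40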;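 note: 0% = median of neutral control wells and 100% = median of positive control wells; inhibitors cause a drop in the FAM fluorescence signal; in these data hits start at about 50%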
Xi reactivation = activators of X-chromosome reactivation in mouse fibroblasts; activation, % at 7.58 µM; XiGFP mouse fibroblasts, % GFP-positive cells imaging, 3 d; cells co-treated with 5-aza-dC sensitizer; scaled so ellipticine positive control = 100%; AID 743238; 360,000 compounds, 0.055% hits;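 active = mean normalized replicate activation at least 10% and every replicate at or above 10%; inconclusive = only one of the two criteria met; inactive = mean below 10% and not all replicates reach 10%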;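 note: 0% = median of on-plate neutral control wells and 100% = ellipticine 6 µM median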
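System: 68-5-11 XiGFP fibroblast line | Buffer or medium: DMEM containing 5-aza-dC | Compound: Single point | Times: Compounds 3 days, fix/stain 15 min at room temperature | Benchmarks: Positive control ellipticine, 6 µM final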
S100A4 MyoIIA = S100A4-myosin IIA interaction inhibition; P26447; S100A4/TAMRA-MyoIIA peptide fluorescence polarization; inhibition, % at 10.7 µM; 360,000 compounds, 0.14% hits; AID 652163;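 active = mean inhibition of at least 70% across replicates, with every replicate also reaching that level; inconclusive = mean inhibition reaches 70% but some replicates fall short; inactive = mean inhibition below 70%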
Target sequence (P26447 whole entry, looked up): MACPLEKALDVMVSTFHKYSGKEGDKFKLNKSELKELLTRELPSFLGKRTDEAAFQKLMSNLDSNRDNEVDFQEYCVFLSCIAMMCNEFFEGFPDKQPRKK
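Test system – S100A4 monomer (human) · Compound – single-point compound testing · Schedule – 5 min incubation before reading · Probe or stimulus – TAMRA-labelled myosin IIA heavy-chain peptide probe, 5 nM · Benchmarks – neutral control DMSO, positive control TFP · Medium – Calcium-containing HEPES buffer, pH 7.2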
RAD52 inh = RAD52 (human) annealing inhibition. inhibition, % at 18.7 µM. 360,000 compounds, 0.46% hits. P43351. AID 651710. recombinant RAD52 DNA annealing, FRET fluorescence;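 active = every replicate showing at least 50% inhibition; inconclusive = mean inhibition at least 50% but not in every replicate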
Target sequence (P43351 whole entry, looked up): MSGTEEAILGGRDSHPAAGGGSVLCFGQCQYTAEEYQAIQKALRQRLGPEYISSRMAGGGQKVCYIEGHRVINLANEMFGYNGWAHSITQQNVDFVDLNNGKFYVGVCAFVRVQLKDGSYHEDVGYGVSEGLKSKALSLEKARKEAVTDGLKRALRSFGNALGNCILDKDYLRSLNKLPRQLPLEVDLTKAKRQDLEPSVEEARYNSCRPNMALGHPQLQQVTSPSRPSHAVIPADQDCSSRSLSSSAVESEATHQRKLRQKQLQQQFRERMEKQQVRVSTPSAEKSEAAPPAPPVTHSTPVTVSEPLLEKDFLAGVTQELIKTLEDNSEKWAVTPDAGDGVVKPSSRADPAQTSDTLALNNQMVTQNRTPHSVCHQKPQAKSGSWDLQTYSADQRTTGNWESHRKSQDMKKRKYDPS
E-selectin induc = E-selectin induction on HUVECs. P16581. HUVEC E-selectin immunofluorescence imaging; normalized: neutral wells 0, TNF-alpha wells 100. activation, % at 7.58 µM. 260,000 compounds, 0.37% hits;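 active = mean E-selectin-positive cell signal at least 10% of the positive control, reached in at least 60% of replicates, without over 20% cell loss; inconclusive = no rule given, readout overlaps actives, possibly toxicity-flagged; inactive = the rest, including those meeting only one limit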;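 note: in these data hits start at about 27%; measured in HUVEC primary endothelial cells; signal is the percent of cells scored E-selectin positive by PE staining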
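System: HUVEC / Compound: single concentration / Signal: immunofluorescence imaging / Read-out: percent E-selectin-positive cells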
* marks the source's active call; other numbers are inactive results; ? = inconclusive; / = not tested or not shown. Compounds were not picked by outcome; any-hit rate near 2.5%.

The line under a structure holds: ERp5 block, ERAP1 inh, esBAF inh, RAD54 inh, Xi reactivation, S100A4 MyoIIA, RAD52 inh, E-selectin induc
C[C@@H]1CN([C@@H](C)CO)C(=O)c2cc(NC(=O)Cc3cn(C)c4ccccc34)ccc2O[C@@H]1CN(C)S(=O)(=O)c1ccc(F)cc1
 : -0.7, -0.8, 1.1, -7.2, 0.0, -6.1, -24.5, -0.1
NC1=NC(c2ccc([N+](=O)[O-])cc2)N(c2ccc(F)cc2)C(N)=N1 (configuration not stated)
 : 7.2, -0.8, /, /, 0.1, -1.9, -11.7, /
COc1ccc(C(CCNCc2ccc(F)cc2)c2ccc(F)cc2)cc1 (configuration not stated)
 : -1.5, -3.1, /, /, -0.2, -8.6, -28.9, -0.3
CC(OC(=O)c1ccc2ncsc2c1)C(=O)Nc1cccc(Cl)c1 (configuration not stated)
 : -5.0, -0.8, 11.7, -14.5, 0.1, 0.0, -0.3, /
CC(C)[C@H](NC(=O)[C@@H]1CSC2c3ccccc3C(=O)N21)C(=O)N1CCCCC1 (some centres not stated)
 : 4.9, 2.6, -0.1, -2.2, 0.4, 1.9, -2.2, /
C[C@H](CO)N1C[C@H](C)[C@@H](CN(C)Cc2ccccc2)Oc2ccc(NC(=O)Cc3ccccc3)cc2C1=O
 : -1.6, 3.7, -2.1, -1.8, -0.1, 4.2, 6.5, 0.0
C[C@H]1O[C@H](O[C@H]2[C@H](O[C@@H]3CC[C@@]4(C)C(CC[C@]5(C)C4CC=C4[C@@H]6CC(C)(C)CC[C@]6(C(=O)O[C@@H]6O[C@H](CO)[C@@H](O)[C@H](O)[C@H]6O)CC[C@]45C)C3(C)C)O[C@H](C(=O)O)[C@@H](O)[C@@H]2O)[C@@H](O)[C@@H](O)[C@@H]1O (some centres not stated)
 : 2.4, -129.6, -4.9, 10.1, /, -0.8, -15.7, /
CCOC(=O)C1CCCN(C2=NC(=O)/C(=C/c3ccc(N(C)C)cc3)S2)C1 (configuration not stated)
 : 5.8, -1.6, 11.9, -130.5, 0.2, -9.0, -265.1, 0.0
CCc1cnc(N2[C@H](C#N)[C@@H](c3ccc(C#CC(C)C)cc3)[C@H]2CO)s1
 : -1.4, -3.4, 3.3, 5.4, 0.3, -2.9, -16.1, -0.1
CC(C)NC(=O)CN(Cc1ccc(F)cc1)C(=O)CCC(=O)Nc1ccccn1
 : 1.8, -6.1, 3.6, -5.8, 0.1, -0.6, -3.4, -0.2
CC(=O)c1ccc(NC(=O)c2ccc(CNc3c(N4CCCC4)c(=O)c3=O)cc2)cc1
 : 3.7, 1.5, /, 1.6, 0.2, 1.0, -7.6, /
COc1cc(NC(=S)NC(=O)c2ccccc2F)ccc1NC(=O)c1ccco1
 : -4.5, 3.7, /, /, 0.1, 8.2, -1.1, 0.1
CC(Sc1n[nH]c(-c2ccccc2F)n1)C(=O)Nc1ccc(S(N)(=O)=O)cc1 (configuration not stated)
 : 0.3, 0.1, 2.6, -19.2, 0.1, -8.3, -5.1, 7.6
C[C@@H]1CN([C@@H](C)CO)C(=O)c2cc(NC(=O)c3ccncc3)ccc2O[C@@H]1CN(C)CC1CCCCC1
 : 2.0, -3.5, 4.8, 2.2, 0.2, -0.7, -6.8, -0.1
COc1ccc(S(=O)(=O)Nc2cccc3c2O[C@@H](CN(C)C(=O)NC(C)C)[C@H](C)CN([C@H](C)CO)C3=O)cc1
 : 0.7, 3.1, -4.7, 2.6, 0.6, 11.9, 7.5, /
Cc1ccnc(NC(=O)c2ccc3c(c2)C(=O)N(CC(C)C)C3=O)c1
 : -11.6, 3.5, 74.3*, -7.6, -0.1, -4.1, -3.9, 0.0
Cc1ccc(NC(=O)Nc2cccc(F)c2)nc1
 : -0.2, 0.1, 52.6*, 0.8, -0.1, 8.9, -11.7, /
CCCCNC(=O)c1onc(CSc2ccc(F)c(F)c2)c1C(=O)NCCCC
 : 3.3, 1.2, -5.6, -6.1, -0.1, -0.6, -2.7, 0.3
CCCc1c(C(=O)NNc2ccc(C)cc2)cnn1-c1ccccc1
 : 3.5, 0.1, /, /, 0.0, -2.0, -8.0, 0.9
C[C@H](C(=O)O)c1cccc(C(=O)c2ccccc2)c1
 : -2.3, -5.7, 10.7, -3.4, 0.0, 9.8, -8.8, -2.3
COCC(=O)N(C)C[C@H]1Oc2cc(-c3ccc(OC)cc3)ccc2S(=O)(=O)N([C@H](C)CO)C[C@H]1C
 : -1.6, 2.2, 0.0, 4.1, 1.0, -2.5, 10.9, -0.1
O=C(CCCn1c(=S)[nH]c2cc3c(cc2c1=O)OCO3)NCCc1ccc(Cl)cc1
 : 1.2, -1.4, 1.7, -0.2, -0.1, 3.0, -7.2, 0.2
COc1ccc(C2(C)NC(=O)N(CC(=O)Nc3ccc(-c4nc5ccc(C)cc5s4)cc3)C2=O)cc1 (configuration not stated)
 : 7.2, 0.4, /, 7.5, 0.3, -11.8, -47.9, /
Cc1cc(O)cc(O[C@H]2OC(CO)[C@H](O)[C@@H](O)[C@H]2O)c1 (some centres not stated)
 : 0.2, -3.3, -6.2, -4.8, 0.1, 2.9, -5.2, 0.2
O=C(Nc1nnc(C2CC2)s1)c1cncc(Br)c1
 : 4.4, 1.0, ?, -1.1, 0.1, 9.5, -110.3, -0.3
COc1ccc(S(=O)(=O)N[C@H]2CC[C@@H](CCn3cc(-c4cccc(F)c4)nn3)O[C@H]2CO)cc1
 : 10.3, -0.6, 10.9, -6.3, 0.0, 1.4, 5.1, -1.5
COc1cc(C(=O)Nc2cc(S(C)(=O)=O)ccc2Cl)ccc1OCC(=O)N1CCOCC1
 : 1.7, -2.2, 0.4, -5.5, 0.3, 0.6, -15.9, -0.3
CN(CCc1ccccc1)C(C(=O)Nc1ccc2c(c1)OCCO2)C1CC1 (configuration not stated)
 : 1.6, -3.4, 0.6, 3.0, /, -0.4, -12.2, 0.0
Cc1ccc(S(=O)(=O)N2CCN(C(=O)COC(=O)c3ccc(Br)o3)CC2)c(C)c1
 : 17.0, -3.0, -3.7, -4.2, -0.7, 23.2, -12.9, -1.3
C/C(=N/NC(=O)c1ccc2c(c1)OCO2)c1ccc(Br)s1
 : 2.2, 6.0, /, /, 0.2, -53.7, -4.5, /

2 of the compounds above, with each value named.
Cc1ccc(S(=O)(=O)N2CCN(C(=O)COC(=O)c3ccc(Br)o3)CC2)c(C)c1
  ERp5 block = 17.0	ERAP1 inh = -3.0	esBAF inh = -3.7	RAD54 inh = -4.2	Xi reactivation = -0.7	S100A4 MyoIIA = 23.2	RAD52 inh = -12.9	E-selectin induc = -1.3

C/C(=N/NC(=O)c1ccc2c(c1)OCO2)c1ccc(Br)s1
  ERp5 block = 2.2	ERAP1 inh = 6.0	esBAF inh = /	RAD54 inh = /	Xi reactivation = 0.2	S100A4 MyoIIA = -53.7	RAD52 inh = -4.5	E-selectin induc = /

Next section.
The line under a structure holds: ERp5 block, ERAP1 inh, esBAF inh, RAD54 inh, Xi reactivation, S100A4 MyoIIA, RAD52 inh, E-selectin induc
COCCCN1C(=O)/C(=C\c2ccc3c(c2)OCO3)C(C(=O)OC)=C1C
 : 2.2, 0.5, /, /, -0.1, -2.3, -17.3, 3.3
O=C1CCCN=C(Nc2ccc(F)c(Cl)c2)S1
 : 2.5, -2.0, /, /, 0.5, 26.8, -12.6, 16.4
C/C=C/c1ccc2c(c1)O[C@@H](CN(C)CCC)[C@@H](C)CN([C@H](C)CO)S2(=O)=O
 : 5.6, 0.0, -6.0, -12.7, -1.0, -7.9, -3.6, 1.3
NC(=S)NN=C1CCC(C2CCCCC2)CC1 (configuration not stated)
 : -6.7, -0.5, -5.2, 0.4, 0.0, 0.9, 3.6, -0.4
CCOc1ccccc1N(CC(=O)NCCSc1ccccc1)S(C)(=O)=O
 : 6.8, -0.9, /, /, 0.0, -9.9, -31.4, /
Cc1cccnc1CN1CCN(Cc2nc(Cc3cccc(F)c3)no2)CC1
 : -8.1, 2.3, -3.5, /, 0.0, -2.1, -12.6, 1.6
C[C@@H]1CN([C@@H](C)CO)C(=O)c2cc(NS(=O)(=O)c3ccc(F)cc3)ccc2O[C@H]1CN(C)CC1CC1
 : 1.7, 0.3, 0.0, 0.6, -0.3, -5.4, 18.1, -1.7
CC1(C)CC(Cc2ccc(C(F)(F)F)cn2)N(C(=O)OC(C)(C)C)C1 (configuration not stated)
 : 0.1, /, /, /, 0.0, 1.0, -0.8, 1.5
Cc1c(NC(=O)CSc2ccccc2F)c(=O)n(-c2ccccc2)n1C
 : 21.2, -1.4, -6.2, -4.6, 0.1, 21.5, -2.4, -0.6
O=C(c1ccc2c(c1)OCO2)N1CC(=O)N2[C@@H](CO)[C@@H](c3ccc(C#Cc4ccccc4)cc3)[C@@H]2C1
 : -10.9, -0.7, /, /, 0.0, -3.0, -12.4, -0.6
Cc1ccn2c(=O)nc(SCC(=O)N3CCCCCC3)nc2c1
 : -1.4, -6.3, 7.3, -18.6, 0.0, 1.9, -10.7, -0.2
CC(=O)Nc1ccc(-c2nn[nH]n2)cc1
 : 1.4, -1.2, -4.7, -3.3, 0.2, -3.3, -1.1, 2.4
Cc1cc(C)cc(NC(=O)C(OC(=O)c2ccc(NC(=O)CC#N)cc2)c2ccccc2)c1 (configuration not stated)
 : 2.2, -0.5, -1.7, /, 0.2, -4.5, -90.0, -0.1
CCOc1cc(NC(=O)c2ccccc2C(=O)O)c(OCC)cc1NC(=O)c1ccccc1F
 : 2.1, -1.8, -6.5, 13.9, 0.0, -5.8, 11.9, 0.8
CCCC#Cc1cnc2c(c1)C(=O)N([C@@H](C)CO)C[C@H](C)[C@@H](CN(C)C(=O)c1cccnc1)O2
 : -1.6, -2.1, 1.3, 5.5, 0.2, -1.9, -12.0, 0.0
CCCCOCCCNC(=O)C[C@H]1C[C@@]2(C(=O)OC)C(=C[C@H](C3CCCC3)O[C@@H]2C)N(Cc2ccccc2)C1=O
 : 4.6, 1.0, /, /, 0.1, 5.3, 1.7, 0.0
O=C(c1ccc(S(=O)(=O)Nc2cccc(C(F)(F)F)c2)cc1)N1CCOCC1
 : -4.1, -3.4, 3.5, -1.7, 0.0, 0.0, -1.4, -0.4
CN1/C(=C\C(=O)Nc2ccc(Cl)cc2)C(C)(C)c2ccccc21
 : 2.6, 1.0, /, /, 0.2, -15.1, -29.2, /
COCCn1c(=NC(=O)CSCC(=O)N2CCOCC2)sc2ccccc21
 : -0.8, 2.1, -5.5, -1.4, -0.1, -1.7, -2.1, -0.7
CC1Cn2c(COc3ccccc3)nnc2S1 (configuration not stated)
 : 0.2, -1.7, 1.4, -1.2, 0.3, 1.5, 6.9, -0.1
